Compound activity: PubChem BioAssay, several laboratories
PG9 binder: binders of HIV-1 gp120 antibody PG9, primary screen, biochemical, TR-FRET. HIV-1 gp120 / PG9 antibody interaction. AID 624416, 2012. inhibition, % at 6.7 µM. TR-FRET gp120-PG9 antibody binding. hit rate 0.43% among 360,000; in the data active means inhibition above about 8.5%
GC-A act: GC-A stimulated cGMP production enhancers – HEK293 GC-A cells, cGMP TR-FRET, EC30 ANP, primary screen; AID 1671463, 2021; Atrial natriuretic peptide receptor 1 (Homo sapiens), P16066; activation, % at 10 µM; 0% at EC30 ANP, 100% saturating ANP; hit rate 0.14% among 370,000; in the data active means activation above about 40%
HTRA1 inhibitor: HTRA1 serine protease inhibitors, primary screen, biochemical, fluorescence polarization, HTS; Q92743; recombinant HTRA1, FP-rhodamine activity-based probe; inhibition, % at 5.96 µM; hit rate 0.5% among 340,000; AID 504803, 2011; in the data active means inhibition above about 36%;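 further: 0% = enzyme with DMSO and 100% = wells lacking enzyme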
NR1D1 modulator: modulators of Rev-erb alpha DNA binding, primary screen, biochemical, FITC-DNA, fluorescence polarization, uHTS. Nuclear receptor subfamily 1 group D member 1 (Homo sapiens), P20393. Rev-erbα–FITC-DNA binding, 90 min. activity, % at 10 µM. hit rate 0.79% among 370,000;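 active means activity above about 14%, limit read from the data; passing the limit was not always enough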;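 further: 0% = DMSO wells with 35 nM protein and 100% = DMSO wells with 750 nM protein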
Target sequence (P20393 whole entry, looked up): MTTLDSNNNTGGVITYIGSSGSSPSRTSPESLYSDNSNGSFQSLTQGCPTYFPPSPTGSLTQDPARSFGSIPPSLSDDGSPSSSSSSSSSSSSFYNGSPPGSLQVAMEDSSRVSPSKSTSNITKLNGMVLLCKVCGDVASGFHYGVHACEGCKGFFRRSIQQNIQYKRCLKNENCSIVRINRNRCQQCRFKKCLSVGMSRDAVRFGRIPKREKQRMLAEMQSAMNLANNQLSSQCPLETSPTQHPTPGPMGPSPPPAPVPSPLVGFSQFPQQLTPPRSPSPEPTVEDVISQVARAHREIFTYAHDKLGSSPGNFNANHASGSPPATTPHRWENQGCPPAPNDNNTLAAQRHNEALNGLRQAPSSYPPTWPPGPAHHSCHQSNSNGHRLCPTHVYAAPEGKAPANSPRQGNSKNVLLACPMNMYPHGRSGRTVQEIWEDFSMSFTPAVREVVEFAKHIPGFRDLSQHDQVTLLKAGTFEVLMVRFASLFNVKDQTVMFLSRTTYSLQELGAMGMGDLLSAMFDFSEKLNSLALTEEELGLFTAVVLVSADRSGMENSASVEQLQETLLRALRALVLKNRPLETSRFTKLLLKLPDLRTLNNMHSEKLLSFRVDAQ
GC-B act: human GC-B receptor activators, primary screen, HEK293 GC-B cells, cGMP TR-FRET, EC30 CNP | Atrial natriuretic peptide receptor 2 (Homo sapiens), P20594 | 0% at EC30 CNP, 100% saturating CNP | activation, % at 10 µM | hit rate 0.11% among 370,000;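 active means activation at 10 µM reaching about 35% in either raw or pattern-adjusted values, limit read from the data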
mABHD4 FP: ABHD4 inhibitors, primary screen, biochemical, fluorescence polarization, mouse. purified mABHD4, FP-Rh probe fluorescence polarization. (Lyso)-N-acylphosphatidylethanolamine lipase (Mus musculus), Q8VD66. hit rate 0.54% among 370,000. AID 720543, 2013. inhibition, % at 8.92 µM;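 active means inhibition exceeding the mean over every tested compound plus 3 SD, cut at about 30% in these data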;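 further: 0% = plate median of compound wells and 100% = S159A mutant with DMSO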
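Test system: mABHD4 protein; Read-out basis: % inhibition; Incubation: 45 min + 60 min at 25 °C; Repeats: single replicate; Technique: fluorescence polarization with parallel and perpendicular emission, 525/598 nm; Compound: 8.92 µM, single dose; Benchmarks: full inhibition S159A mutant plus DMSO, zero as sample-well median.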
ARFGAP1 inhibitor: inhibitors of rat ARFGAP1 GAP activity, primary screen, biochemical, fluorescence polarization, GDP tracer; AID 651572, 2012; inhibition, % at 16.5 µM; Arfgap1-stimulated ARF1 GTP hydrolysis, GDP FP detection; hit rate 0.26% among 360,000;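 active means inhibition above a per-plate limit, mean inhibition of low control wells plus 3 SD, cut at about 25% in these data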;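 further: 0% = DMSO wells with enzyme and 100% = wells lacking Arfgap1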
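Material – truncated rat Arfgap1 GAP domain · Buffer or medium – HEPES-based buffer, pH 7.5 · Reagent – human ARF1(Δ1-17)-GTP substrate · Dosing – 16.5 µM single point, 1.26% DMSO · Schedule – GTP hydrolysis reaction 2 h at 25 °C · Technique – GDP detection by fluorescence polarization · Benchmarks – No-Arfgap1 wells (100%) versus DMSO full-reaction wells (0%) · Repeats – single replicate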
ASAP1 inh: inhibitors of human ASAP1 ArfGAP activity, primary screen, biochemical, fluorescence polarization; Arf-GAP with SH3 domain, ANK repeat and PH domain-containing protein 1 (Homo sapiens), …; hit rate 0.19% among 360,000; ASAP1-stimulated ARF1 GTP hydrolysis, GDP FP detection; inhibition, % at 16.5 µM; AID 624377, 2012; in the data active means inhibition above about 25%;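 further: 0% = vehicle with enzyme and substrate and 100% = no enzyme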
Target sequence (Q9ULH1 325-724 limits assumed): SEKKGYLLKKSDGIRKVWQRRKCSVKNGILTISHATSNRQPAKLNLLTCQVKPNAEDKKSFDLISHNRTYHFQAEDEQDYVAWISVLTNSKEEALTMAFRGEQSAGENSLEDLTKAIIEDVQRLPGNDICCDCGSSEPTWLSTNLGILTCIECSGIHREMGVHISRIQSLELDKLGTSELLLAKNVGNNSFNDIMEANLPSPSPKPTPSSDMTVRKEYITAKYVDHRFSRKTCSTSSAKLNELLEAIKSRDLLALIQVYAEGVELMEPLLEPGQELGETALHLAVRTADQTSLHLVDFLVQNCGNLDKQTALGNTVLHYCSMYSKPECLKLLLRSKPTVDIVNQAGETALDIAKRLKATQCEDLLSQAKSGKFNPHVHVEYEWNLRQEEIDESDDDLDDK
SMARCA2 activ: SMARCA2 (BRM) function activators, primary screen, cell-based, luminescence, high throughput; MG213 cells, MMTV-luciferase reporter, dexamethasone, overnight; activation, % at 9.1 µM; hit rate 1% among 370,000; AID 652017, 2013; in the data active means activation above about 7.8%;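 further: 0% = vehicle wells and 100% = reference activator wells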
rCAG binder: binders of r(CAG) RNA repeats, primary screen, biochemical, fluorescence | r(CAG) RNA repeat, TO-PRO-1 dye displacement fluorescence | inhibition, % at 3 µM | hit rate 1.3% among 370,000;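 active means inhibition above the plate cutoff, the mean of all test compounds on that plate plus 3 SD, cut at about 35% in these data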;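 further: 0% = DMSO alone and 100% = 100 µM mitoxantrone as full dye displacement; higher means more dye released from RNA so lower well fluorescence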
* marks the source's active call; other numbers are inactive results.

Cc1ccc(Nc2nc(-c3ccc(S(=O)(=O)N4CCOCC4)cc3)cs2)cc1 was read as PG9 binder 4.3, GC-A act 1, HTRA1 inhibitor -2, NR1D1 modulator -1, GC-B act -2, mABHD4 FP 6, ARFGAP1 inhibitor 11, ASAP1 inh -17, SMARCA2 activ -4 and rCAG binder 15.
Screening COP(=O)(OC)C(Cc1ccccc1)NC(=O)CNC(=O)OCc1ccccc1 (configuration not stated) returned GC-A act -3, NR1D1 modulator 4, GC-B act -1, mABHD4 FP -1, SMARCA2 activ 1 and rCAG binder 1.
Cc1ccc(-c2nc3ccccc3c(=O)n2NC(=O)COc2ccccc2)cc1 was read as PG9 binder -0.7, GC-A act 1, HTRA1 inhibitor 3, NR1D1 modulator 1, GC-B act -4, mABHD4 FP 3, ARFGAP1 inhibitor 7, ASAP1 inh 4, SMARCA2 activ 3 and rCAG binder 2.
Screening CC(=O)Nc1ccc2c(c1)CCCC2 returned PG9 binder -0.5, GC-A act 1, HTRA1 inhibitor 1, NR1D1 modulator -2, GC-B act 9, mABHD4 FP 0, ARFGAP1 inhibitor -12, ASAP1 inh -3, SMARCA2 activ 0 and rCAG binder 1.
`COC(=O)Cc1ccc(NC(=S)NCc2cccc(OC)c2)cc1` gave PG9 binder -2.7, GC-A act 0, HTRA1 inhibitor 1, NR1D1 modulator 1, GC-B act 1, mABHD4 FP 4, ARFGAP1 inhibitor 1, ASAP1 inh 1, SMARCA2 activ -3 and rCAG binder -3.
`O=C(NNC(=O)c1cc(-c2ccncc2)nc2ccccc12)c1ccccc1O` gave PG9 binder -1.2, GC-A act -3, HTRA1 inhibitor 20, NR1D1 modulator -6, GC-B act -2, mABHD4 FP 8, ARFGAP1 inhibitor 12, ASAP1 inh -1, SMARCA2 activ 2 and rCAG binder 16.
Screening Cn1nnc2c(NCc3ccco3)nccc21 returned PG9 binder -2.2, GC-A act 1, HTRA1 inhibitor -6, NR1D1 modulator -1, GC-B act 13, mABHD4 FP -1, ARFGAP1 inhibitor -13, ASAP1 inh -4, SMARCA2 activ 2 and rCAG binder 3.
For Cc1cccc(COCC(Cc2ccccc2)N2CCN(C(=O)c3ccc(Cl)c(Cl)c3)CCC2=O)c1 (configuration not stated) the results were PG9 binder -2.7, GC-A act -9, HTRA1 inhibitor -67, NR1D1 modulator 1, GC-B act -2, mABHD4 FP -16, ARFGAP1 inhibitor -3, ASAP1 inh 3, SMARCA2 activ 0 and rCAG binder 2.
`COc1ccc(CN(C)C(c2ccccc2)c2nnnn2-c2ccccc2C)c(OC)c1C` (configuration not stated) gave PG9 binder -2.3, GC-A act -28, HTRA1 inhibitor -16, NR1D1 modulator -3, GC-B act -20, mABHD4 FP -6, ARFGAP1 inhibitor 5, ASAP1 inh -6, SMARCA2 activ 1 and rCAG binder -4.
CCOc1ccccc1N1CCN(Cc2cc3c(cc2[N+](=O)[O-])OCO3)CC1 was read as PG9 binder 1.0, GC-A act 3, HTRA1 inhibitor 7, NR1D1 modulator 1, GC-B act -1, mABHD4 FP 2, ARFGAP1 inhibitor 0, ASAP1 inh -13, SMARCA2 activ -4 and rCAG binder 2.
Screening CCOCCCNS(=O)(=O)c1ccc2c(c1)CCN2C(=O)CC returned PG9 binder -1.1, GC-A act 0, HTRA1 inhibitor -4, NR1D1 modulator 2, GC-B act 8, mABHD4 FP -3, ARFGAP1 inhibitor -3, ASAP1 inh -7, SMARCA2 activ 0 and rCAG binder -2.
O=C(N/N=C/C=C/c1ccccc1)c1cccs1 was read as PG9 binder -2.5, GC-A act -2, HTRA1 inhibitor -1, NR1D1 modulator -3, GC-B act -1, mABHD4 FP -5, ARFGAP1 inhibitor -7, ASAP1 inh -3, SMARCA2 activ -2 and rCAG binder -2.
C[C@H]1C=C(C(=O)O)O[C@@H](OCc2ccc(CO)cc2)C1 was read as PG9 binder 1.2, GC-A act 2, HTRA1 inhibitor 2, NR1D1 modulator 0, GC-B act 1, mABHD4 FP 9, ARFGAP1 inhibitor 6, ASAP1 inh -5, SMARCA2 activ -1 and rCAG binder 8.
For O=[N+]([O-])c1cc(C(F)(F)F)cc([N+](=O)[O-])c1NCc1cccnc1 the results were PG9 binder -0.7, GC-A act 0, HTRA1 inhibitor 8, NR1D1 modulator 1, GC-B act 0, mABHD4 FP 7, ARFGAP1 inhibitor 5, ASAP1 inh -15, SMARCA2 activ 2 and rCAG binder -1.
`Cc1c(C(C)CCCO)oc(=O)c2c1Oc1c(C)c(C(C)C[C@H](C)O)oc(=O)c1C2` (some centres not stated) gave PG9 binder 0.3, GC-A act 4, HTRA1 inhibitor 6, NR1D1 modulator 3, GC-B act -4, mABHD4 FP 2, ARFGAP1 inhibitor 4, ASAP1 inh -4, SMARCA2 activ 0 and rCAG binder -6.

Reprinted at random: 2 entries already listed
Cc1ccc(Nc2nc(-c3ccc(S(=O)(=O)N4CCOCC4)cc3)cs2)cc1 was read as PG9 binder 4.3, GC-A act 1, HTRA1 inhibitor -2, NR1D1 modulator -1, GC-B act -2, mABHD4 FP 6, ARFGAP1 inhibitor 11, ASAP1 inh -17, SMARCA2 activ -4 and rCAG binder 15.
Screening Cn1nnc2c(NCc3ccco3)nccc21 returned PG9 binder -2.2, GC-A act 1, HTRA1 inhibitor -6, NR1D1 modulator -1, GC-B act 13, mABHD4 FP -1, ARFGAP1 inhibitor -13, ASAP1 inh -4, SMARCA2 activ 2 and rCAG binder 3.

Additional entries.
`COc1cccc(CC(=O)Nc2nc(-c3cccnc3)cs2)c1` gave PG9 binder -3.1, GC-A act 1, HTRA1 inhibitor -7, NR1D1 modulator 0, GC-B act 6, mABHD4 FP -2, ARFGAP1 inhibitor -6, ASAP1 inh 7, SMARCA2 activ -1 and rCAG binder 4.
Screening Cn1c(=O)n(C)c2cc(S(=O)(=O)Nc3ccccc3C(=O)O)ccc21 returned PG9 binder 1.8, GC-A act -4, HTRA1 inhibitor 6, NR1D1 modulator 8, GC-B act 4, mABHD4 FP -5, ARFGAP1 inhibitor 9, ASAP1 inh -9, SMARCA2 activ -3 and rCAG binder 5.
For O=C1OCCN1C(=O)[C@H]1[C@H](c2ccc(Cl)cc2)C(c2ccccc2)=NN1c1ccc(Br)cc1 the results were PG9 binder 0.9, GC-A act 0, HTRA1 inhibitor -22, NR1D1 modulator 3, GC-B act 2, mABHD4 FP 0, ARFGAP1 inhibitor -3, ASAP1 inh 13, SMARCA2 activ -6 and rCAG binder 9.
For CC1CCN(C(=O)CS(=O)(=O)Cc2ccccc2)CC1 the results were PG9 binder 0.2, GC-A act 0, HTRA1 inhibitor 0, NR1D1 modulator -1, GC-B act 2, mABHD4 FP 2, ARFGAP1 inhibitor 0, ASAP1 inh -8, SMARCA2 activ 1 and rCAG binder 3.
Screening COc1ccc(NC(=O)c2scc(S(=O)(=O)C(C)C)c2N)cc1 returned PG9 binder 0.5, GC-A act 0, HTRA1 inhibitor -3, NR1D1 modulator -1, GC-B act 2, mABHD4 FP -1, ARFGAP1 inhibitor 1, ASAP1 inh 7, SMARCA2 activ 8 and rCAG binder -2.
Screening N#Cc1cccnc1N1CCN(C(=O)COCC(=O)O)CC1 returned PG9 binder -1.6, GC-A act -7, HTRA1 inhibitor -1, NR1D1 modulator -2, GC-B act 4, mABHD4 FP -1, ARFGAP1 inhibitor -3, ASAP1 inh 13, SMARCA2 activ -1 and rCAG binder -2.
`Cc1c(C)c2ccc(OCC(=O)NC3CCN(Cc4ccccc4)CC3)cc2oc1=O` gave PG9 binder 0.2, GC-A act -5, HTRA1 inhibitor 9, NR1D1 modulator -3, GC-B act -4, mABHD4 FP -6, ARFGAP1 inhibitor -5, ASAP1 inh -1, SMARCA2 activ 0 and rCAG binder 1.
C=CCN(Cc1ccccc1)C(C#CC(=C)C)Cc1ccccc1 (configuration not stated) was read as GC-A act -3, NR1D1 modulator 1, GC-B act -3, mABHD4 FP -2, SMARCA2 activ -4 and rCAG binder 1.
For Cc1ccccc1C(=O)Nc1ccc(O)cc1C(=O)O the results were PG9 binder -1.6, GC-A act 4, HTRA1 inhibitor -3, NR1D1 modulator -3, GC-B act 0, mABHD4 FP -2, ARFGAP1 inhibitor -10, ASAP1 inh -15, SMARCA2 activ -3 and rCAG binder 11.
For CCC1CCc2c(sc(NC(=O)c3cnccn3)c2C(N)=O)C1 (configuration not stated) the results were PG9 binder 1.3, GC-A act -3, HTRA1 inhibitor 2, NR1D1 modulator -6, GC-B act -4, mABHD4 FP 7, ARFGAP1 inhibitor 1, ASAP1 inh -11, SMARCA2 activ 0 and rCAG binder 1.
`CS(=O)(=O)N1CCN=C1SCc1cccc(F)c1` gave PG9 binder -0.4, GC-A act 1, HTRA1 inhibitor 5, NR1D1 modulator -4, GC-B act 1, mABHD4 FP 0, ARFGAP1 inhibitor 10, ASAP1 inh 4, SMARCA2 activ 0 and rCAG binder -1.
`CCOC(=O)Cn1c(=O)oc2cc(S(=O)(=O)NCc3ccccn3)ccc21` gave PG9 binder -0.2, GC-A act 1, HTRA1 inhibitor -4, NR1D1 modulator 9, GC-B act 0, mABHD4 FP -2, ARFGAP1 inhibitor 11, ASAP1 inh 12, SMARCA2 activ 1 and rCAG binder 4.
`Brc1ccc(OCCN2CCOCC2)cc1` gave PG9 binder -0.1, GC-A act 3, HTRA1 inhibitor -4, NR1D1 modulator -4, GC-B act 1, mABHD4 FP 3, ARFGAP1 inhibitor 2, ASAP1 inh -8, SMARCA2 activ 0 and rCAG binder 0.
`CC(C)(C)NC(=O)CSc1nncn1-c1ccccc1` gave PG9 binder 1.4, GC-A act 0, HTRA1 inhibitor 2, NR1D1 modulator 3, GC-B act 2, mABHD4 FP 8, ARFGAP1 inhibitor 0, ASAP1 inh -12, SMARCA2 activ -2 and rCAG binder -4.
`CNS(=O)(=O)c1ccc(NC(=O)Nc2ccc3c(c2)OCO3)cc1` gave PG9 binder -1.0, GC-A act 1, HTRA1 inhibitor 5, NR1D1 modulator 7, GC-B act 5, mABHD4 FP -3, ARFGAP1 inhibitor -2, ASAP1 inh 1, SMARCA2 activ 2 and rCAG binder 7.
Cc1ccc(-c2noc(-c3cccs3)n2)cc1 was read as PG9 binder 8.8*, GC-A act 2, HTRA1 inhibitor -7, NR1D1 modulator 8, GC-B act -6, mABHD4 FP 2, ARFGAP1 inhibitor 11, ASAP1 inh -8, SMARCA2 activ 3 and rCAG binder -1.
For CCOC(=O)Cn1cc(CN2C(C(=O)OC)CN(CCO)CCS2(=O)=O)nn1 (configuration not stated) the results were GC-A act 2, NR1D1 modulator 4, GC-B act 5, mABHD4 FP 4, SMARCA2 activ 0 and rCAG binder -1.
